ROMK mod: ROMK potassium channel modulators, primary screen, cell-based, thallium flux, MLSMR library; ATP-sensitive inward rectifier potassium channel 1 (Homo sapiens), P48048; Tet-inducible ROMK, thallium flux fluorescence; actives lie on both sides; B-score at 10 µM; hit rate 2% among 130,000;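 active means signal ratio slope over the read window, or its plate-corrected B-score, at least 3 SD from the plate mean, either direction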;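 further: B-score of the F/F0 ratio slope over 7 to 12 s after thallium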
S1P3 antagonist: S1P3 receptor antagonists, primary screen, cell-based | inhibition, % at 4.98 µM | hit rate 0.27% among 170,000 | AID 485, 2006 | CHO S1P3 NFAT-BLA reporter, FRET fluorescence, antagonist mode | Sphingosine 1-phosphate receptor 3 (Homo sapiens), Q99500;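 active means inhibition above the plate cutoff, the mean inhibition of test wells on that plate plus 3 SD, cut at about 28% in these data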;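 further: cells challenged with S1P at its EC80 of 0.8 µM; blue over green emission ratio from cleaved BLA substrate after 4 h stimulation; 0% = S1P-stimulated wells and 100% = unstimulated DMSO-only wells; some compounds past the cut are filed as inactive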
Target sequence (Q99500 whole entry, looked up): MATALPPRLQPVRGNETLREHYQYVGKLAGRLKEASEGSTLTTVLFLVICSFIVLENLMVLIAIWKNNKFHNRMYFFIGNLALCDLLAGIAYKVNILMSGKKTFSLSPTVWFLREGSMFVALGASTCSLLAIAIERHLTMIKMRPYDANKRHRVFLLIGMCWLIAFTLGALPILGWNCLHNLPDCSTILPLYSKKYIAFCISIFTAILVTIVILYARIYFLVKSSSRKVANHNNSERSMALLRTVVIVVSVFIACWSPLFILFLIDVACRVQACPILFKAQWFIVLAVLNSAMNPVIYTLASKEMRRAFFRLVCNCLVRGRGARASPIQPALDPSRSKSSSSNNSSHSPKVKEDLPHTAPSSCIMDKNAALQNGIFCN
bIAP inh: bovine intestinal alkaline phosphatase inhibitors, primary screen, selectivity assay for TNAP inhibitor project, biochemical, bovine IAP, CDP-star luminescence; alkaline phosphatase, intestinal [Bos taurus]; purified bovine IAP, 30 min; inhibition, % at 20 µM; 190,000 tested, under 10 active; AID 1019, 2008;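 active means over 50% inhibition of intestinal alkaline phosphatase at 20 µM in the single-dose screen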
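test system = bovine IAP enzyme | medium = DEA buffer 100 mM, pH 9.8, with MgCl2 1.0 mM, ZnCl2 0.02 mM | detection = luminescence | dosing = single compound dose of 20 µM, 2% DMSO final | incubation = 30 min reaction at room temperature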
Lmaj promast: Leishmania major promastigote growth inhibition, primary screen. Leishmania major promastigotes, resazurin fluorescence viability. inhibition, % at 10 µM. hit rate 9% among 200,000; in the data active means inhibition above about 50%;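 further: promastigotes grown with compound for 44 hours at 28 °C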
TLR4 MyD88 comp: inhibitors of TLR4-MyD88 association in cells, primary screen, cell-based, HeLa CL3-4, BLA complementation, FRET ratio; Toll-like receptor 4 (Homo sapiens) + Myeloid differentiation primary response protein …; hit rate 0.18% among 200,000; HeLa CL3-4 TLR4/MyD88 BLA complementation; inhibition, % at 8.4 µM; in the data active means inhibition above about 25%;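 further: 0% = vehicle and 100% = reference inhibitor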
DTT redox prof: compounds producing H2O2 with reducing agent – biochemical, NIH compound library profiling, artefact control for MLSCN library redox annotation, primary screen; DTT-dependent redox cycling H2O2, phenol red/HRP absorbance; 100% = 100 µM peroxide control, 0% = buffer; activation, % at 10 µM; hit rate 0.03% among 200,000; AID 878, 2007;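 active means activation of at least 50% relative to the plate's high and low controls in the primary single-dose screen; inactive means activation below 50%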;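 further: compound incubated with DTT at 0.8 mM final as the reducing agent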
PPARg SRC-2 ag: agonists of PPARg-SRC-2 recruitment, primary screen, biochemical, HTS. Peroxisome proliferator-activated receptor gamma (Homo sapiens), P37231. PPARgamma LBD-SRC-2 recruitment. activation, % at 8 µM. hit rate 0.34% among 200,000. AID 1032, 2008; in the data active means activation above about 22%;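 further: 0% = vehicle and 100% = reference agonist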
Target sequence (P37231 whole entry, looked up, the tested form may be a part): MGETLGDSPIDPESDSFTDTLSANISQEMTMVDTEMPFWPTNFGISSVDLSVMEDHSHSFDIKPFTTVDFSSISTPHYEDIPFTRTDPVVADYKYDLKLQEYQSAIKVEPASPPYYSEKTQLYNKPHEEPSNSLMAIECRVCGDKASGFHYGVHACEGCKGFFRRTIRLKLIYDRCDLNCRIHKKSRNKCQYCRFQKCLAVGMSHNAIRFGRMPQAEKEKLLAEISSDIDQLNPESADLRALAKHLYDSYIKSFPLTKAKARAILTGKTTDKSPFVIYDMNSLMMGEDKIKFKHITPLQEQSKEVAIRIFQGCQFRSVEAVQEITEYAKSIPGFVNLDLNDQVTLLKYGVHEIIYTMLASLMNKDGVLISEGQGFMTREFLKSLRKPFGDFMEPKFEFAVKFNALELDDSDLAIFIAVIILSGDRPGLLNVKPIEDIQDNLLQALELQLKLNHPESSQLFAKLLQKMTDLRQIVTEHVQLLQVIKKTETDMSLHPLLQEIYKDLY
PPARg SRC3 recr: PPARgamma agonists recruiting SRC-3 coactivator, primary screen, biochemical; Peroxisome proliferator-activated receptor gamma (Homo sapiens), P37231; biochemical PPARgamma/SRC-3 coactivator recruitment assay; activation, % at 8 µM; hit rate 0.26% among 200,000; AID 731, 2007; in the data active means activation above about 23%;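 further: 0% = DMSO and 100% = reference agonist; some compounds past the cut are filed as inactive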
PPARg SRC-1 ag: PPARgamma agonists recruiting SRC-1 coactivator, primary screen, biochemical; Peroxisome proliferator-activated receptor gamma (Homo sapiens), P37231; AID 631, 2007; hit rate 0.41% among 200,000; PPARgamma-SRC-1 coactivator recruitment biochemical assay; activation, % at 8 µM; in the data active means activation above about 19%;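 further: 0% = DMSO and 100% = reference agonist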
bIAP activator: bovine intestinal alkaline phosphatase activators, primary screen, biochemical, bovine IAP, CDP-star luminescence; alkaline phosphatase, intestinal [Bos taurus]; purified bovine IAP, 30 min; stronger effect = higher value; fold of DMSO-control signal, blank-subtracted; activation factor at 20 µM; hit rate 0.17% among 200,000; AID 1016, 2008;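 active means activation factor of 2 or more at 20 µM, a signal rise over negative controls twice the positive control's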
TR-FRET SRC-2 ct: TR-FRET signal artefacts, primary screen, artefact control for PPARgamma SRC-2 agonist project, biochemical | TR-FRET artefact counter-screen; stronger effect = higher value | TR-FRET ratio at 8 µM | hit rate 0.4% among 200,000; in the data active means TR-FRET ratio above about 2000; further: inactives centre near 1500
Starred values were filed as active, the others as inactive; nt = not tested or not shown.

No.	structure	bIAP inh	S1P3 antagonist	PPARg SRC-1 ag	TLR4 MyD88 comp	TR-FRET SRC-2 ct	PPARg SRC-2 ag	DTT redox prof	PPARg SRC3 recr	bIAP activator	Lmaj promast	ROMK mod
1	O=C(Nc1ccc(N2CCN(C(=O)c3ccco3)CC2)cc1)c1ccccc1	9	-7	-3	-3	1563	-5	-0.6	-5	0.9	6	-0.33
2	CCOC(=O)N1CCN(CC(O)COCc2ccc(Cl)cc2)CC1 (stereo not drawn)	-2	nt	-1	-7	1568	1	-0.8	-1	1	93*	nt
3	CCc1cccc(NC(=O)Cn2c3[n+](c4ccc(C(F)(F)F)cc42)CCCCC3)c1	3	-13	7	3	1392	0	-0.7	5	1	21	-0.53
4	S=C(Nc1ccc2nccnc2c1)N1CCCC1	-11	6	8	6	1396	4	-0.7	0	1.1	-8	0.97
5	Cc1occc1-c1nnc(SCC(=O)NC(C)(C)C)n1C(C)c1ccccc1 (stereo not drawn)	-17	12	-6	3	1401	-5	-0.2	-19	1.2	7	0.99
6	S=C(NCCN1CCCCC1)Nc1ccccc1	9	-5	-10	-7	1385	-3	0.3	-6	0.9	-5	nt
7	Cc1cc(C)n(CCNCc2c(C(=O)N3C[C@@H](C)O[C@@H](C)C3)nc3ccc(Cl)cn23)n1	6	-21	2	-5	1470	1	0.1	2	0.9	-7	0.42
8	CN(C)c1ccc(C(=S)N2CCCCCC2)cc1	21	nt	-11	2	1541	-5	-0.2	-13	0.8	76*	-0.069
9	Cc1cc(O)c(C(C)C)cc1NC(=O)Cn1nc(C)c2ccccc2c1=O	-2	-35	-3	11	1784	0	-0.2	0	1	12	2.4
10	CC(C)=C1SC(N2CCN(c3ccc(Cl)cc3)CC2)=NC1=O	8	-15	1	18	1510	2	0.0	0	0.9	23	nt
11	N#Cc1cccc(S(=O)(=O)NCC(=O)OCC(=O)c2ccc[nH]2)c1	-7	-16	-4	-11	1508	-1	-1.3	-4	1.1	2	0.57
12	CC(C)=C(NC(=O)c1ccccc1)C(=O)Nc1cccc(C(=O)O)c1	-1	6	2	9	1512	0	-1.4	4	1	-9	0.073
13	Cc1cccc(C)c1Nc1nnc(SCC(=O)NCc2ccco2)s1	7	9	-4	12	1239	-5	0.0	4	0.9	-2	-1.2
14	O=C(COc1ccc(Cl)cc1)NCc1nnc(SCC(=O)Nc2ccc3c(c2)OCCO3)o1	5	-8	5	6	1669	7	0.3	-1	1	4	-0.25
15	Cc1ccc(-n2c(CNc3ccc(F)cc3)nnc2SCC(=O)O)cc1	-6	-7	7	-5	1343	-3	-0.6	0	1.1	-8	0.099
16	CCCNC(=O)c1[nH]c(C)c(C(=O)OCC)c1C	14	-14	3	-21	1586	10	-0.8	0	0.9	-2	-0.019
17	O=C(O)c1ccc2c(c1)C(=O)N(CCC1=CCCCC1)C2=O	8	-73	-2	-2	1589	8	-1.2	3	0.9	-6	2.1
18	Cc1cccc2cc(CN(CCN3CCOCC3)C(=O)NCc3ccccc3)c(=O)[nH]c12	17	6	10	8	1607	-6	-1.2	6	0.8	-2	0.22
19	Cn1c2c(c(=O)n(C)c1=O)C(c1cc3c(cc1Br)OCO3)CC(=O)N2 (stereo not drawn)	-4	-9	7	2	1722	6	-2.0	6	1	-5	nt
20	CNC(=S)N/N=C/c1c(C)nn(-c2cccc(Cl)c2)c1Cl	11	-8	8	3	1626	0	0.3	-1	0.9	1	nt
21	COc1ccc(S(=O)(=O)CCC(=O)NCCc2ccc(S(N)(=O)=O)cc2)cc1	8	-5	0	8	1467	-1	-2.7	-7	0.9	-3	nt
22	COc1ccc(NC(=O)c2ccccc2F)cc1Cl	15	nt	0	1	1542	3	-13	8	0.8	-1	nt
23	O=C(O)c1ccc(OCc2occc2C(=O)O)cc1	8	7	2	-2	1461	8	0.5	9	0.9	-7	nt
24	CC(=O)N1Cc2ccccc2CC1C(=O)O (stereo not drawn)	0	nt	-4	5	1338	-2	0.6	-4	1	-3	-0.03
25	CCN(CC)S(=O)(=O)c1ccc(Cl)c(NC(=O)COc2ccccc2[N+](=O)[O-])c1	12	-4	1	-2	1682	-5	0.4	0	0.9	-4	-0.41
26	Cc1ccccc1NC(=O)Cc1nc(CSc2nnc(-c3ccc4c(c3)OCO4)o2)cs1	7	nt	-4	3	1525	2	0.6	-6	0.9	86*	-1.7
27	Cc1ccccc1Nc1nn2c(=O)c3ccccc3nc2s1	0	32	13	3	1562	1	2.5	0	1	4	-0.076
28	Cc1cc(Cl)ccc1C(=O)C1CCCN(C(=O)CCn2cnnn2)C1 (stereo not drawn)	0	-20	10	-14	1519	-4	-1.1	0	1	-2	1
29	COC(=O)C1=CN(Cc2cccs2)C=C(C(=O)OC)C1c1cccc(OC)c1OC	18	nt	-6	-8	1270	9	0.2	1	0.8	1	-0.14
30	CN(C)C(=O)c1nc2ccc(Cl)cn2c1CN1CCN(c2ncccn2)CC1	2	-14	-13	8	1406	0	-0.1	0	1	8	0.037
31	O=C(NNC(=O)c1ccc(Cl)cc1Cl)c1ccncc1	11	-22	0	-15	1392	-1	0.4	-3	0.9	-6	0.75
32	COc1ccc(CNC(=O)c2c(F)c(F)c(F)c(F)c2F)cc1	6	-8	-3	15	1451	3	-0.6	-3	0.9	53*	nt
33	COCC(C)OC(=O)/C(C#N)=C\c1coc2ccc(C)cc2c1=O (stereo not drawn)	9	4	-4	14	1593	2	-0.3	1	0.9	17	nt
34	O=C(Nc1cc(C(F)(F)F)ccc1Cl)C(NCc1ccccc1)c1ccccc1 (stereo not drawn)	2	-2	4	-20	1778	11	nt	4	1	92*	nt
35	N#C/C(C(=O)NCc1ccccc1)=C1/SC(Cc2ccc(Cl)cc2)C(=O)N1c1ccccc1 (stereo not drawn)	-15	0	8	-10	1702	1	1.9	1	1.2	-3	0.11
36	CCSc1nc(=O)n(-c2ccccc2)c(C)c1C(C)=O	1	-27	0	0	1530	2	-0.3	11	1	0	-0.21
37	O=C(COc1ccc(Cl)cc1)N1CCN(c2ncccn2)CC1	6	-10	8	4	1687	7	-0.1	9	0.9	-3	-1.7
38	Cc1ccc(-c2nc3cc(N)ccc3o2)c(C)c1	-1	-7	11	2	1679	10	-0.4	-2	1	12	nt
39	Cc1c(C(=O)NCCc2ccccc2)oc2ccc(S(=O)(=O)N3CCC4(CC3)OCCO4)cc12	5	nt	3	2	1453	-10	1.9	-7	0.9	17	nt
40	CC1=CC(C)C2C(=O)N(CCC[N+](C)(C)C)C(=O)C2C1 (stereo not drawn)	19	-6	0	7	1367	8	-0.8	-6	0.8	-5	0.041
41	N#Cc1cnn2cc(-c3ncc(C(F)(F)F)cc3Cl)cnc12	18	nt	-2	-2	1674	7	-2.5	4	0.8	-2	nt
42	C=CCn1c(SCC(=O)NCC(=O)OCC)nnc1-c1ccccn1	8	-14	9	10	1659	-1	2.0	-9	0.9	1	nt
43	CCOC(=O)c1c(NC(=O)C(F)(OC)C(F)(F)F)sc2c1CCN(C)C2 (stereo not drawn)	0	13	-4	-3	1582	-15	1.7	-2	1	12	nt
44	CCc1ccc(NC(=O)c2ccc3c(c2)C(=O)N(Cc2ccco2)C3=O)cc1	1	-12	8	-24	1678	7	-0.7	3	1	-5	nt
45	Cc1ccc(CSCC(N)C(=O)O)cc1 (stereo not drawn)	16	12	1	-3	1598	7	-0.1	5	0.8	-4	0.63
46	C=CCN(Cc1nc(-c2ccc(OC)c(OC)c2)oc1C)C1CCS(=O)(=O)C1 (stereo not drawn)	-12	4	4	7	1658	8	-1.1	2	1.1	54*	nt
47	CC(=O)Nc1ccc(OCC(=O)NCc2ccccc2)cc1	1	-7	7	-14	1448	6	-1.5	5	1	-6	0.57
48	[O-]/C(=C(\C(=S)Nc1ccc(SC(F)F)cc1)[n+]1ccccc1)c1cc(Cl)ccc1Cl	3	-16	3	-6	1633	-2	-1.4	-2	1	33	0.03
49	COc1ccc(OC)c(N(CC(=O)N2CCCCC2)S(=O)(=O)c2ccc(OC)c(OC)c2)c1	17	nt	-1	5	1653	11	-0.2	4	0.8	-6	1.1
50	Cc1ccc(NC(=S)NCCc2ccc(S(N)(=O)=O)cc2)c(C)c1	nt	nt	-4	-8	1403	-6	-3.9	-5	nt	5	nt
51	O=C(COc1cccc(NC(=O)c2ccccc2)c1)c1ccc(F)cc1	14	16	5	3	1434	0	0.1	2	0.9	-5	0.45

From PubChem BioAssay

Random draw from the library; any-hit rate near 11%.
